Screening data as filed in PubChem.
RBBP9 inh – blocks human serine hydrolase RBBP9 | recombinant RBBP9, FP-Rh probe fluorescence polarization | inhibition, % at 7.94 µM | 220,000 tested, 0.2% active;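 active means inhibition above the campaign mean of all tested compounds plus 3 SD, cut at about 14% in these data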;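 further: plate controls were DMSO wells with RBBP9 for no effect and wells lacking RBBP9 protein for full effect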
Target sequence (O75884 whole entry, looked up): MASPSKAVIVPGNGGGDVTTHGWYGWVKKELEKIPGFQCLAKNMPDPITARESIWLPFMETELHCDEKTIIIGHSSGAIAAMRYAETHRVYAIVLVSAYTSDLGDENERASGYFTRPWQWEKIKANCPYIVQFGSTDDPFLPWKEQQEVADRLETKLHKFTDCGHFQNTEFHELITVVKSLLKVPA
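Measured by – fluorescence polarization · Test system – RBBP9 protein · Input – 2.5 µM RBBP9 dispensing solution, before mixing · Measure – percent inhibition from mP, scaled between DMSO and no-protein wells · Benchmarks – DMSO-treated enzyme wells and wells lacking RBBP9 · Times – preincubation 30 min plus labeling 45 min at 25 °C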
Ba/F3 V617F tox – reduce viability of Ba/F3 cells dependent on JAK2V617F. Ba/F3 EpoR-JAK2V617F viability, ATP luminescence. 220,000 tested, 1.1% active. inhibition, % at 5.6 µM. AID 1446;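 active means inhibition above the campaign mean plus 3 SD over all tested compounds, cut at about 24% in these data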;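 further: cytokine-independent growth of Ba/F3 cells driven by EpoR plus mutant JAK2; 0% = DMSO-treated cells and 100% = JAK inhibitor I control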
p97 inhibitor – human p97 ATPase inhibition; inhibition, % at 8 µM; P55072; AID 1481; recombinant p97 ATPase, Kinase-Glo ATP luminescence, 3 h; 220,000 tested, 0.42% active; in the data active means inhibition above about 15%;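 further: 0% = DMSO vehicle and 100% = wells lacking enzyme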
BaF3 tox – parental Ba/F3 viability inhibition as JAK2V617F counter-screen | inhibition, % at 5.6 µM | 220,000 tested, 1.1% active | CellTiter-Glo ATP luminescence;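 active means inhibition above a per-campaign cutoff, the mean inhibition of all tested compounds plus 3 SD, cut at about 27% in these data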;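 further: 0% = DMSO wells and 100% = JAK Inhibitor I control wells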
TbHK1 inh – blocks Trypanosoma brucei hexokinase 1 activity. recombinant TbHK1, G6PDH-coupled NADH A340. inhibition, % at 10 µM. 220,000 tested, 0.11% active;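 active means inhibition of 50% or more in the single-dose primary screen; inactive means inhibition below 50%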
PPC-1+TRAIL kill – kills PPC-1 cancer cells in the presence of TRAIL; 220,000 tested, 0.41% active; PPC-1 cells + TRAIL, ATPLite viability luminescence; cell killing (% activity), % at 4 µM;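 active means cell killing above 50% in the first pass at 4 µM, then a duplicate retest at 5 µM averaging 50% or more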;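 further: plate controls were cells with TRAIL plus DMSO for no effect and medium-only wells lacking cells for full effect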
PGE2 EP2 inh – blocks the human prostaglandin E2 receptor EP2; P43116; 260,000 tested, 0.52% active; C6 glioma cells expressing human EP2, cAMP TR-FRET; cells stimulated with saturating PGE2; inhibition, % at 25 µM;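 active means percent inhibition above 40 after rounding to a whole number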;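 further: rat C6 glioma host cells with rolipram phosphodiesterase inhibitor present; the protocol text gives 20 µM as final concentration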
Target sequence (P43116 whole entry, looked up): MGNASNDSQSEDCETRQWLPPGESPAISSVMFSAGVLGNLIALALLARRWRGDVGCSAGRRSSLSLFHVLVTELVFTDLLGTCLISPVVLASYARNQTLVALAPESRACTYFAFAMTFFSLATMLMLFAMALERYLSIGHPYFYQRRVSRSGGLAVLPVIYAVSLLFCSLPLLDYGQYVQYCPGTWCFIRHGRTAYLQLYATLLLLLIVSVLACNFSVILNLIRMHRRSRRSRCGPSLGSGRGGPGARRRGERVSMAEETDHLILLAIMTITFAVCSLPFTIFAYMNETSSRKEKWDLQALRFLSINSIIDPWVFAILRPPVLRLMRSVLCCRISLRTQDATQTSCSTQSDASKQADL
NCF1 inh – blocks human p47phox regulatory protein of NADPH oxidases; P14598; 220,000 tested, 0.53% active; inhibition, % at 24.7 µM; p47phox/p22phox peptide binding, fluorescence polarization, 2 h;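 active means inhibition above about 30%, limit read from the data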;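 further: 0% = p47phox with labelled peptide and 100% = labelled peptide alone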
Target sequence (P14598 whole entry, looked up): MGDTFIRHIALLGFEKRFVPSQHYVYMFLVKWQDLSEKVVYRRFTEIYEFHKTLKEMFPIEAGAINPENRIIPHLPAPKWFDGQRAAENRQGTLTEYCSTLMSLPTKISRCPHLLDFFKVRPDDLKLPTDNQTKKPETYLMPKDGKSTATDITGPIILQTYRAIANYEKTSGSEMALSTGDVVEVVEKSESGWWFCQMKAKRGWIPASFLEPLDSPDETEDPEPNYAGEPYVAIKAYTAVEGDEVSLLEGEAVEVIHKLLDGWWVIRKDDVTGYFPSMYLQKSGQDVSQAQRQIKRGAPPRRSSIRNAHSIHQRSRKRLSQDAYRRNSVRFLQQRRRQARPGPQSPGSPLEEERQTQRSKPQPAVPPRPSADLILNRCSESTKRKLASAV
Furin inh – inhibitors of human furin | P09958 | purified furin, fluorogenic substrate cleavage | inhibition, % at 30 µM | 220,000 tested, 0.061% active; in the data active means inhibition above about 25%; further: inactives centre near -15
Numbers without * were called inactive; / = no result given; [ ] = dose if it differs, or a comment. This is a subset, so the mix of outcomes need not match the whole.

SMILES	RBBP9 inh	Ba/F3 V617F tox	p97 inhibitor	BaF3 tox	TbHK1 inh	PPC-1+TRAIL kill	PGE2 EP2 inh	NCF1 inh	Furin inh
CCCCN(C)c1nc(-c2ccco2)c2c(c1C#N)CC(C)(C)OC2	-6	-4	2	-1	3	8	13	-33	3
C[C@@H]1CC=C[C@H]2[C@H]1C(=O)N(Cc1ccccc1)[C@H]2c1ccc(-c2cc3ccccc3s2)cc1F	/	/	/	/	-15	2	/	-21	-26
COc1ccccc1C(=O)N=c1sc2c(C)ccc(OC)c2n1C	-5	-2	-4	0	-40	27	8	-5	-14
CCCS(=O)(=O)C/C(N)=N/OC(=O)c1ccc(Cl)cc1	-7	0	-5	-2	-15	27	3	0	-25
CC1Cn2c(nnc2-c2cccs2)S1 (stereo unspecified)	3	0	3	6	-1	/	16	/	3[20 µM]
CCC(CC)c1nnc(NC(=O)Cc2cccs2)s1	4	1	5	13	1	1	7	-49	-23
COc1ccc2nc(SCC(=O)N3CCCCCC3)c(C#N)cc2c1	-12	6	-3	3	5	-2	19	-34	-7
c1ccc(Oc2cnc3ccccc3n2)cc1	-9	1	-6	-2	-6	8	2	-2	-13[20 µM]
Cc1noc(C)c1S(=O)(=O)N1CCC(C(=O)Nc2ccccn2)CC1	-2	2	2	40*	2	35	18	1	1[20 µM]
Brc1cccc(-c2nnc3sc(CNC4CCCC4)cn23)c1	-10	2	-6	5	-6	12	11	-5	-25
Cc1nc2sc3c(c2c(=O)o1)CCCC3	1	1	-3	2	-5	5	8	0	-14
CSc1sc(-c2ccnc(SCC(=O)C(C)(C)C)n2)c2c1C(=O)CC(C)(C)C2	6	-1	0	0	-25	7	13	-25	-2
Cc1cc(C(F)(F)F)n2ncc(C(=O)O)c2n1	/	/	/	/	-2	14	7	-3	-15
Brc1ccc2ncnc(Nc3cccc4ccccc34)c2c1	-8	0	4	8	-20	23	13	-11	-4
Cc1nnc(SCC(=O)N2CCc3ccccc3C2)s1	-6	1	-2	6	-7	4	11	-8	-4[20 µM]
Cc1nc(NC(=O)c2cccs2)ccc1Br	-5	4	0	7	-5	0	4	-5	-18
COc1ccccc1C(=O)Nc1cccc(S(=O)(=O)N2CCCC2)c1	-7	3	-4	-1	-4	11	2	-8	-18
CC1CCC(NC(=O)CC(C)(C)Cc2nc3ccccc3c(=O)[nH]2)CC1 (stereo unspecified)	-4	1	-4	4	-5	29	11	-2	-20[20 µM]
Cc1ccc(-c2ccc(/C=C(\C#N)C(N)=S)o2)c([N+](=O)[O-])c1	5	5	5	9	-9	13	9	18	-9
C=CCNC(=S)Nc1ccc(C(N)=O)cc1	-8	4	-4	3	7	-9	6	1	-12
CCCCCCCCNc1nc(Cl)nc(NCCN2CCOCC2)n1	-5	-1	-2	0	-7	7	10	6	-18
O=C(NCc1ccncc1)c1ccc(Br)o1	8	-4	4	4	1	2	6	-8	-27
COc1ccc(NC(=O)c2cc(-c3cccnc3)nc3ccc(C)cc23)cc1OC	-3	-5	2	2	-3	3	8	5	-22
Cc1occc1C(=O)Nc1ccc(S(N)(=O)=O)cc1	-5	0	3	4	-3	9	8	1	-19
Fc1ccc(Nc2nc(-c3ccncc3)nc3ccccc23)cc1F	-4	-2	3	2	-17	-6	32	-14	-10
SMILES	RBBP9 inh	Ba/F3 V617F tox	p97 inhibitor	BaF3 tox	TbHK1 inh	PPC-1+TRAIL kill	PGE2 EP2 inh	NCF1 inh	Furin inh
COCCNC(=O)c1c(N)n(CCC2=CCCCC2)c2nc3ccccc3nc12	-6	-3	-1	5	-25	-1	16	-25	-23[20 µM]
O=C(NNC(=S)Nc1ccccc1Cl)C1CC1	-1	-1	-2	6	-2	8	17	1	-20
O=C(Nc1ccc(Cl)cc1)C(c1ccccc1)N(CCO)CCO (stereo unspecified)	-7	4	-1	3	-1	25	1	-9	-14[20 µM]
Cn1cc(CC(=O)NCCCN2CCOCC2)c2ccccc21	-4	2	-6	10	7	5	4	-6	-10
CN(c1ccccc1)P(=O)(N(C)c1ccccc1)N(C)c1ccccc1	0	2	0	4	3	19	5	3	-10
CCOC(=O)C1CCCN(C(=O)C2CCN(S(=O)(=O)CC)CC2)C1 (stereo unspecified)	5	-3	6	-3	-6	-1	7	-11	-9
CCOc1ccccc1N1CCN(Cc2ccc(OC)c(OC)c2)CC1	-4	-3	5	-2	-1	1	6	-4	-15
COc1ccc(/C=N/N2CCOCC2)cc1COc1ccc(Cl)cc1	0	-5	-3	2	21	15	5	-16	-6
O=C(CSc1ncccn1)Nc1ccccc1	2	1	2	4	-4	46	9	-7	-18
CCc1nnc(NC(=O)[C@@H](NC(=O)c2cccc(C)c2)C(C)C)s1	-8	-7	3	1	0	4	7	0	-14
O=[N+]([O-])/C(=C\Nc1ccccc1Cl)S(=O)(=O)c1ccccc1	2	-1	-2	3	0	18	5	-5	-23[20 µM]
CN(CCC1CCCCO1)Cc1cn(C)nc1-c1ccc2c(c1)OCCO2 (stereo unspecified)	-1	0	1	0	-3	6	5	1	-12
C=CCN1C(=O)C(CCCC)NC1=S (stereo unspecified)	-3	-2	4	2	16	7	10	-7	-20
Cc1noc(C)c1CC(=O)N1CCCC(C(=O)c2ccc(C(C)(C)C)cc2)C1 (stereo unspecified)	1	2	-1	7	3	-1	4	5	-13
CCOC(=O)N1CCN(C(=O)c2ccc3nc(N4CCCCC4)sc3c2)CC1	1	3	-4	1	-1	-12	20	-4	-14
N/C(=N\OC(=O)CCCOc1ccc(Cl)cc1Cl)c1ccccn1	-7	5	-11	7	11	-2	9	7	-11
O=C(Nc1ccncc1)c1ccc(S(=O)(=O)Nc2ccccc2)cc1	-10	0	3	9	0	26	3	-11	-30
Cc1[nH]c2ccccc2c1/C=C(\C#N)S(=O)(=O)c1ccccc1	-13	-2	8	2	1	-19	9	-37	-9[20 µM]
COc1ccc(NC(=O)c2ccc(-n3nc(C)cc3C)cc2)cc1OC	-7	1	-5	5	-8	35	-1	38*	-2[20 µM]
Cc1ccc(C2SCC(=O)N2Cc2cn3ccsc3n2)o1 (stereo unspecified)	-10	-1	6	2	0	10	17	1	-24
CCOc1ccc(NC(C)C(=O)N/N=C/c2ccc([N+](=O)[O-])cc2)cc1 (stereo unspecified)	-4	0	0	3	-13	7	4	5	-23
CC(=O)N/N=C(\N)c1nonc1N	-1	-2	5	2	-10	9	4	-2	-19
Cc1nc(Nc2ccccc2)sc1C	-5	1	3	-2	-6	8	6	-6	-36
CC(=O)c1ccc(NC(=O)C(C)N(C)CC(=O)Nc2ccc(N3CCOCC3)cc2)cc1 (stereo unspecified)	1	-4	9	2	-4	26	11	-9	-20
COc1cc(/C=N/NC(=S)NCCN2CCOCC2)cc(OC)c1O	-8	3	0	1	-46	27	11	-7	-7

6 records drawn at random from those above:
SMILES	RBBP9 inh	Ba/F3 V617F tox	p97 inhibitor	BaF3 tox	TbHK1 inh	PPC-1+TRAIL kill	PGE2 EP2 inh	NCF1 inh	Furin inh
CN(c1ccccc1)P(=O)(N(C)c1ccccc1)N(C)c1ccccc1	0	2	0	4	3	19	5	3	-10
Cc1noc(C)c1CC(=O)N1CCCC(C(=O)c2ccc(C(C)(C)C)cc2)C1 (stereo unspecified)	1	2	-1	7	3	-1	4	5	-13
Cc1nc(Nc2ccccc2)sc1C	-5	1	3	-2	-6	8	6	-6	-36
Cc1ccc(C2SCC(=O)N2Cc2cn3ccsc3n2)o1 (stereo unspecified)	-10	-1	6	2	0	10	17	1	-24
COc1ccc(/C=N/N2CCOCC2)cc1COc1ccc(Cl)cc1	0	-5	-3	2	21	15	5	-16	-6
CCOc1ccc(NC(C)C(=O)N/N=C/c2ccc([N+](=O)[O-])cc2)cc1 (stereo unspecified)	-4	0	0	3	-13	7	4	5	-23

Carrying on.
SMILES	RBBP9 inh	Ba/F3 V617F tox	p97 inhibitor	BaF3 tox	TbHK1 inh	PPC-1+TRAIL kill	PGE2 EP2 inh	NCF1 inh	Furin inh
O=C1CC(c2cccnc2)c2cc3c(cc2N1)OCCO3 (stereo unspecified)	-18	6	1	12	-1	26	14	-15	-11
CCN(CCC(=O)Nc1cc([N+](=O)[O-])ccc1OC)Cc1ccccc1	3	0	1	3	-6	28	7	1	-7
CSc1nc(-c2ccco2)nn1S(=O)(=O)c1ccc(C)cc1	-5	5	-2	9	2	10	4	-5	-14
CC(C)NC(=O)NC(=O)COC(=O)C1(C)CC1(Cl)Cl (stereo unspecified)	2	3	-2	10	-4	6	13	-3	-23
CNc1ccccc1-n1ccc(-c2ccccc2)n1	-8	1	-3	0	-1	23	11	8	-7[20 µM]
CCN(CC(=O)NC(c1ccccc1)c1ccccc1)Cc1nc2ccccc2c(=O)[nH]1	0	3	1	5	-2	-3	11	-13	-3[20 µM]
CC(C)CNS(=O)(=O)c1ccc(C(=O)Nc2ccc3c(c2)OCCO3)cc1	-4	-4	2	3	-2	15	8	1	-23
Nc1ncc([N+](=O)[O-])c(Oc2ccccc2F)n1	-7	1	-4	-5	-27	5	10	-8	-8
O=C(CCCC(=O)N(CC(=O)NC1CCCC1)Cc1ccc2c(c1)OCO2)Nc1ccccn1	1	0	6	3	-9	10	2	-22	-20
CCN1C(=O)S/C(=C\c2ccc(N3CCOCC3)cc2C)C1=O	2	-1	2	8	-1	19	23	-19	-4[20 µM]
CCOC(=O)CC(NC(=O)Cc1ccccc1)c1ccccc1Cl (stereo unspecified)	-6	0	-3	6	-7	8	11	-14	-15
CC1CCC2(CC1)N=C(N)Nc1nc3ccccc3n12 (stereo unspecified)	-9	1	-3	0	6	-17	1	3	-10[20 µM]
Cc1c(Cl)cccc1NC(=S)N(C)CCC#N	-4	-4	5	1	-2	-10	3	-1	-19
CCCCCCn1c(CN2CCCCC2CC)nc2c1c(=O)n(C)c(=O)n2C (stereo unspecified)	7	-4	4	1	-5	18	6	3	-4

In another format: results already given.
mol,RBBP9 inh,Ba/F3 V617F tox,p97 inhibitor,BaF3 tox,TbHK1 inh,PPC-1+TRAIL kill,PGE2 EP2 inh,NCF1 inh,Furin inh
Cc1nnc(SCC(=O)N2CCc3ccccc3C2)s1,-6,1,-2,6,-7,4,11,-8,-4[20 µM]
Cc1nc(NC(=O)c2cccs2)ccc1Br,-5,4,0,7,-5,0,4,-5,-18
